rCAG RNA binder – molecules binding r(CAG) RNA repeats; inhibition, % at 3 µM; 370,000 compounds, 1.3% hits; r(CAG) RNA repeat, TO-PRO-1 dye displacement fluorescence; AID 651821;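 active = inhibition above the plate cutoff, the mean of all test compounds on that plate plus 3 SD, cut at about 35% in these data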;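 note: 0% = DMSO alone and 100% = 100 µM mitoxantrone as full dye displacement; higher means more dye released from RNA so lower well fluorescence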
GC-A act – GC-A (human) enzyme activation. AID 1671463. P16066. 370,000 compounds, 0.14% hits. HEK293 GC-A cells, cGMP TR-FRET, EC30 ANP; 0% at EC30 ANP, 100% saturating ANP. activation, % at 10 µM; in the data active = activation above about 40%
PG9 binder – binds the HIV-1 gp120 antibody PG9. TR-FRET gp120-PG9 antibody binding. inhibition, % at 6.7 µM. 360,000 compounds, 0.43% hits. AID 624416; in the data active = inhibition above about 8.5%
ASAP1 inh – blocks human ASAP1-stimulated Arf1 GTP hydrolysis | Q9ULH1 | GDP FP detection | inhibition, % at 16.5 µM | 360,000 compounds, 0.19% hits | AID 624377; in the data active = inhibition above about 25%;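 note: 0% = vehicle with enzyme and substrate and 100% = no enzyme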
Target sequence (Q9ULH1 325-724 limits assumed): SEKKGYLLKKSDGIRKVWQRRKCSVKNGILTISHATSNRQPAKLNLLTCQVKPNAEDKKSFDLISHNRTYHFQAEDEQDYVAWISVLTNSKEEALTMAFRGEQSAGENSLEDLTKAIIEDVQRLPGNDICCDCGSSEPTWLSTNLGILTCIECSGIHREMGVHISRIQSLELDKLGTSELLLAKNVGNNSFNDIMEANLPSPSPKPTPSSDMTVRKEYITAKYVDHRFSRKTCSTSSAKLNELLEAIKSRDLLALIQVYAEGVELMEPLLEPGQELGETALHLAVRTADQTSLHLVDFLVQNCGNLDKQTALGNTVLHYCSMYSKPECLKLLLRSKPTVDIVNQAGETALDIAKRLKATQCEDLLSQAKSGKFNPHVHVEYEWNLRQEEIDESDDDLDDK
NPR2 activator – GC-B (human) receptor activation. P20594. HEK293-GC-B cells, CNP EC30, cGMP TR-FRET; 0% at EC30 CNP, 100% saturating CNP. activation, % at 10 µM. 370,000 compounds, 0.11% hits. AID 1920062;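 active = activation at 10 µM reaching about 35% in either raw or pattern-adjusted values, limit read from the data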
ARFGAP1 inhibitor – rat ARFGAP1 inhibition. Arfgap1-stimulated ARF1 GTP hydrolysis, GDP FP detection. inhibition, % at 16.5 µM. 360,000 compounds, 0.26% hits. Q62848. AID 651572;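 active = inhibition above a per-plate limit, mean inhibition of low control wells plus 3 SD, cut at about 25% in these data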;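 note: 0% = DMSO wells with enzyme and 100% = wells lacking Arfgap1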
Target sequence (Q62848 1-136 limits assumed): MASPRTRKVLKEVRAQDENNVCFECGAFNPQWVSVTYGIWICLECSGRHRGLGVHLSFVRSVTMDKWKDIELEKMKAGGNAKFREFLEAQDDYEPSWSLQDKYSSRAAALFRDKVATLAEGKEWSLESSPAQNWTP
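Material: rat Arfgap1 GAP domain (His6, aa 1-136), purified enzyme. Also added: human ARF1(Δ1-17)-GTP substrate. Compound dosing: 16.5 µM single point, 1.26% DMSO. Timing: enzyme reaction 120 min at 25 °C after 20 min preincubation. Signal: GDP detection by fluorescence polarization. Read-out basis: percent inhibition of GAP-stimulated GDP formation, scaled between DMSO and no-Arfgap1 medians.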
HTRA1 inhibitor – inhibitors of human serine peptidase HTRA1; Q92743; recombinant HTRA1, FP-rhodamine activity-based probe, fluorescence polarization; inhibition, % at 5.96 µM; 340,000 compounds, 0.5% hits; in the data active = inhibition above about 36%;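 note: 0% = enzyme with DMSO and 100% = wells lacking enzyme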
Target sequence (Q92743 whole entry, looked up): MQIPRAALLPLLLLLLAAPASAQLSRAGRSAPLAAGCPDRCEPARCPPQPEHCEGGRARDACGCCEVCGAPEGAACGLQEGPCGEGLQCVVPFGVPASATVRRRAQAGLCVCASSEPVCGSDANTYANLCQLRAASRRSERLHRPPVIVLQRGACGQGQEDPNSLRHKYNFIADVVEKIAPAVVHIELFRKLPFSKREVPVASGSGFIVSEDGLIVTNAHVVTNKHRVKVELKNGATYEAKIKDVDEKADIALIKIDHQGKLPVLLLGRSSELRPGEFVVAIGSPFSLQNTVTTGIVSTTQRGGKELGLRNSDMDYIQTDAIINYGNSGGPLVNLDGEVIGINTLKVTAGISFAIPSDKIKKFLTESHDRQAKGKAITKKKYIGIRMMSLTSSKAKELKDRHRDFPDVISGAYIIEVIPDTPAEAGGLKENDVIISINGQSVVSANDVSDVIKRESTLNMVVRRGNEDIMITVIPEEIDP
SMARCA2 activ – SMARCA2 function activation, primary screen. MG213 cells, MMTV-luciferase reporter, dexamethasone, overnight. activation, % at 9.1 µM. 370,000 compounds, 1% hits. AID 652017; in the data active = activation above about 7.8%;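 note: 0% = vehicle wells and 100% = reference activator wells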
ABHD4 inh – ABHD4 (mouse) inhibition, primary FP screen | purified mABHD4, FP-Rh probe fluorescence polarization | inhibition, % at 8.92 µM | 370,000 compounds, 0.54% hits;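 active = inhibition exceeding the mean over every tested compound plus 3 SD, cut at about 30% in these data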;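 note: 0% = plate median of compound wells and 100% = S159A mutant with DMSO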
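Doses – 8.92 µM, single dose · Material – wild-type mouse ABHD4 protein · Replication – single well per compound (singlicate) · Measure – percent inhibition of probe binding, normalized to plate controls · Schedule – 45 min compound pre-incubation plus 60 min probe step, 25 °C · Detection – fluorescence polarization with parallel and perpendicular emission, 525/598 nm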
NR1D1 modulator – modulators of human Rev-erb alpha DNA binding; P20393; Rev-erbα–FITC-DNA binding, fluorescence polarization, 90 min; activity, % at 10 µM; 370,000 compounds, 0.79% hits; AID 1259318;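 active = activity above about 14%, limit read from the data; passing the limit was not always enough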;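 note: 0% = DMSO wells with 35 nM protein and 100% = DMSO wells with 750 nM protein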
* marks the source's active call; other numbers are inactive results; / = no result given.

SMILES	rCAG RNA binder	GC-A act	PG9 binder	ASAP1 inh	NPR2 activator	ARFGAP1 inhibitor	HTRA1 inhibitor	SMARCA2 activ	ABHD4 inh	NR1D1 modulator
COCCNC(=O)c1cc(-c2ccc(OC)c(OC)c2)on1	-5	4	-0.6	0	-2	7	2	2	2	-7
C#CCOCCOCCOCCNc1nc(N2CCN(C(=O)[C@H]([C@@H](C)CC)n3cc([C@@H](N)CC(C)C)nn3)CC2)nc(N2CCN(C(=O)[C@H]([C@@H](C)CC)n3cc([C@@H](N)CC(C)C)nn3)CC2)n1	1	-2	0.1	13	6	-2	4	0	14	-1
CCCCN(C)C(=O)c1ccc2c(c1)NC(=O)C(C)(C)O2	-1	4	/	/	-5	/	/	-3	1	-2
CCOc1ccc(N(CC(=O)NCC2CCCO2)S(=O)(=O)c2ccc(SC)cc2)cc1 (stereo unspecified)	-6	5	0.7	5	6	-2	-8	-1	-3	3
Cc1ccc(-c2noc(CCC(=O)NC3CCCc4ccccc43)n2)cc1 (stereo unspecified)	-5	5	-2.3	9	-3	3	-11	1	0	-4
Cc1ccc(-c2cc3nc(-c4ccccc4)cc(N4CCC5(CC4)OCCO5)n3n2)cc1	5	2	-0.5	-7	-8	1	-19	1	2	6
Cc1cc(/C=C2/SC(=S)N(c3ccc([N+](=O)[O-])cc3)C2=O)c(C)n1-c1cccnc1	16	0	-5.6	10	-5	-12	-3	-6	-4	-4
COc1ccc2oc(C(=O)OCC(=O)N3CCN(S(=O)(=O)c4ccccc4)CC3)c(C)c2c1	7	3	-1.0	-7	-2	11	-18	-5	0	0
COc1cccc(OC)c1C(=O)Nc1cc2c(cc1N1CCOCC1)n(C)c(=O)n2C	0	-1	-1.1	3	1	2	6	0	2	-3
O=C(O)CC1(CC(=O)N2CCOCC2)CCCC1	0	-1	1.2	1	3	4	7	-3	1	-1
O=C(NNC1CC(c2ccccc2)=NN1C(=O)c1ccccc1)c1ccccc1 (stereo unspecified)	-1	-29	2.0	-2	-12	-2	-2	0	-2	-3
COc1cccc(C2Nc3ccccc3NC3=C2C(=O)CC(C)(C)C3)c1OC (stereo unspecified)	-3	-4	0.1	-1	-6	3	0	-1	2	-1
Cc1nnc(NC(=O)CN2CC(C)OC(C)C2)s1 (stereo unspecified)	-2	0	3.0	3	2	-15	-6	-2	-4	-1
O=C(OCC1CC(c2ccccc2)=NO1)c1ccco1 (stereo unspecified)	-2	-1	1.8	-6	1	10	0	0	-1	2
C[C@H](O)[C@@H]1C(=O)N2CCc3c([nH]c4ccccc34)[C@@H]2C[C@@H]1N(C)C(=O)NC1CCCCC1	6	11	1.2	6	7	6	5	-1	7	-2
CC(OC(=O)C1CCCC1)C(=O)Nc1ccc(C(N)=O)cc1 (stereo unspecified)	-5	0	-1.2	-2	1	2	1	-2	-1	-1
CC(=O)N1CCN(c2cc(C)nc3nc(C)nn23)CC1	5	0	/	/	-1	/	/	-5	4	-2
Cc1cccc(C)c1NC(=S)NCCSc1ccc(Cl)cc1	3	1	0.0	7	-2	-4	-24	-4	-4	0
CN(CC(=O)NCc1ccccn1)S(=O)(=O)c1ccc(Cl)cc1	3	-8	1.7	-10	-3	-1	4	1	4	-5
CCOC(=O)C1(CCOC)CCN(C(=O)c2sccc2C)CC1	-7	1	1.5	-10	-8	5	0	-3	3	0
CNC(=O)c1c(C)nc(SCC(=O)NCc2ccc(OC)cc2)c(C#N)c1-c1ccco1	2	-1	-1.9	-1	5	-3	8	0	5	0
Cc1cc(C(=O)Nc2ccc3c(c2)CCC3)ccc1[N+](=O)[O-]	0	1	0.3	-3	-1	16	/	1	-14	4
CC(/C=N/n1cnnc1)=C\c1ccccc1	0	-2	-2.1	8	0	15	8	3	-1	0
COc1ccc(CC(=O)OCC(=O)Nc2ccc3c(c2)OCO3)cc1	-1	-2	-0.7	0	-4	-2	1	2	5	-2
O=C(Nc1cccnc1)c1ccc(CSc2ccc(Cl)cc2)o1	4	-1	0.9	8	-4	1	/	-5	-5	2

Compound profiles (already shown).
O=C(Nc1cccnc1)c1ccc(CSc2ccc(Cl)cc2)o1 is listed with rCAG RNA binder: 4; GC-A act: -1; PG9 binder: 0.9; ASAP1 inh: 8; NPR2 activator: -4; ARFGAP1 inhibitor: 1; HTRA1 inhibitor: /; SMARCA2 activ: -5; ABHD4 inh: -5; NR1D1 modulator: 2
CCOc1ccc(N(CC(=O)NCC2CCCO2)S(=O)(=O)c2ccc(SC)cc2)cc1 (stereo unspecified) is listed with rCAG RNA binder: -6; GC-A act: 5; PG9 binder: 0.7; ASAP1 inh: 5; NPR2 activator: 6; ARFGAP1 inhibitor: -2; HTRA1 inhibitor: -8; SMARCA2 activ: -1; ABHD4 inh: -3; NR1D1 modulator: 3

Molecules above containing a halogen, in the order listed:
SMILES	rCAG RNA binder	GC-A act	PG9 binder	ASAP1 inh	NPR2 activator	ARFGAP1 inhibitor	HTRA1 inhibitor	SMARCA2 activ	ABHD4 inh	NR1D1 modulator
Cc1cccc(C)c1NC(=S)NCCSc1ccc(Cl)cc1	3	1	0.0	7	-2	-4	-24	-4	-4	0
CN(CC(=O)NCc1ccccn1)S(=O)(=O)c1ccc(Cl)cc1	3	-8	1.7	-10	-3	-1	4	1	4	-5
O=C(Nc1cccnc1)c1ccc(CSc2ccc(Cl)cc2)o1	4	-1	0.9	8	-4	1	/	-5	-5	2

(listing goes on)
SMILES	rCAG RNA binder	GC-A act	PG9 binder	ASAP1 inh	NPR2 activator	ARFGAP1 inhibitor	HTRA1 inhibitor	SMARCA2 activ	ABHD4 inh	NR1D1 modulator
Nc1ccc(N=Nc2ccccc2)c2cccnc12	12	-2	-1.6	-3	-12	2	43*	4	30*	5
S=C(Nc1ccc2cn[nH]c2c1)Nc1ccc(Cl)cc1Cl	6	2	0.0	2	-1	15	-6	-1	1	-5
CCOc1ccc(NC(=O)COC(=O)C2CC2C)cc1 (stereo unspecified)	1	2	1.0	11	2	-15	5	1	-4	-5
O=S(=O)(NCC1CCCO1)c1ccc(S(=O)(=O)N(Cc2ccc(F)cc2)C2CCCCC2)cc1 (stereo unspecified)	-1	-9	0.8	11	-2	7	-3	-3	5	3
O=C(NCc1ccc(OC(F)(F)F)cc1)C1CC2Cn3c(nc4ccccc43)C2N1Cc1ccccc1 (stereo unspecified)	-5	0	1.7	3	4	18	-18	0	-1	-1
COCCNC(=O)C1CC(c2ccc([N+](=O)[O-])cc2)=NO1 (stereo unspecified)	-2	2	0.3	-8	10	-4	7	0	0	-1
Cc1ccc(SCc2nnc(N)s2)cc1	1	1	0.3	-17	-9	6	0	1	5	-3
COc1ccc2[nH]c(=O)c(CN(CC3CCCO3)S(=O)(=O)c3ccccc3)cc2c1 (stereo unspecified)	-4	-2	-0.1	8	4	8	-1	1	1	0
COc1ccc(OC)c(S(=O)(=O)N2CCC(c3nc4ccccc4[nH]3)CC2)c1	0	-2	-1.4	-4	-11	-3	-4	0	-1	-12
COc1cc(-c2nc(CN3CCN(CC(C)C)C(=O)[C@@H]3C)c(C)o2)ccc1F	0	2	-2.0	-8	-6	-8	-8	-1	-3	9
CC(/C=N/NC(=O)CSc1nnc(SCc2ccc(C)cc2)s1)=C\c1ccco1	11	-3	/	/	-10	/	/	-10	-10	1
CC(=O)Nc1cccc(NC(=O)c2ccccc2Cl)c1	4	1	1.1	11	3	10	/	-5	-1	0
CCOC(=O)N1CCN(C2OC(=O)c3ccccc32)CC1 (stereo unspecified)	-2	3	1.0	-23	2	3	3	-2	-6	-5
O=C(CSc1ccccc1)NNC(=O)c1ccncc1	1	0	0.1	-3	3	7	-1	-1	5	2
COc1ccc(CCC(C)Nc2ccc(F)c(F)c2)cc1 (stereo unspecified)	1	4	-0.5	-1	1	-5	-4	3	-2	-8
Cn1c(NC(=O)/C=C/c2c(F)cccc2Cl)cc(=O)n(C)c1=O	-1	4	0.3	-2	-7	-2	/	-1	-2	-2
O=C(NCC1(c2ccccc2)CCOCC1)c1cccs1	-1	0	-0.9	-3	6	6	1	0	-2	12
Cc1noc(C)c1NC(=O)N(C)C[C@@H]1OCc2cnnn2CCCC(=O)N([C@H](C)CO)C[C@@H]1C	-1	3	-0.1	-6	0	-5	3	-5	-7	3
COC(=O)c1nnn(-c2nonc2N)c1COc1ccc(C=O)cc1OC	4	0	1.8	22	-3	-3	2	-1	-1	-6
CCc1ccccc1NC1Nc2cc(C)nn2S1 (stereo unspecified)	-2	4	0.5	-5	2	-5	6	-4	2	3
CCOC(=O)C(C(=O)OCC)N(C#N)c1nc(OC)nc(N(C)C)n1	0	4	-1.4	3	1	1	-4	1	5	1
Cn1nc(C(=O)NC2CCCN(Cc3ccccc3F)C2)c2ccccc2c1=O (stereo unspecified)	-6	-3	-0.3	11	-1	15	-1	-2	5	1
O=C(COC(=O)CCCOc1ccc(Cl)cc1Cl)Nc1cccc(Cl)c1	7	7	0.1	3	-3	17	-52	-6	-1	3
Cc1ccc(C(=O)NNC(=S)NC(=O)c2ccc(Cl)cc2)cc1	24	0	3.4	1	1	-2	8	1	1	0
NNC(=O)c1sccc1OCc1ccc(Cl)cc1	0	1	-0.8	21	-5	9	-17	-2	0	7
CCn1c(=N)n(CC(=O)C23CC4CC(CC(C4)C2)C3)c2ccccc21	5	-1	1.5	-3	-3	8	-14	1	16	4
COc1ccc2nc(NC(=O)c3ccc(NC(=O)C4CCCO4)cc3)sc2c1 (stereo unspecified)	4	12	2.4	0	4	10	-3	-2	-1	16
O=C(CSc1nccc(=O)[nH]1)NCc1ccco1	6	-2	-1.0	3	5	4	-2	-2	1	-4
Cc1ccc(CCNC(=O)C2CCCN(c3nc4ccccc4o3)C2)cc1 (stereo unspecified)	-9	-2	-0.1	7	0	-1	0	0	0	-3
COc1ccc(-c2ccc(C(=O)NCc3ccco3)c3occc23)c(C)c1	4	-2	-0.3	4	4	3	/	-2	-23	1

Copied from the entries so far for reference:
SMILES	rCAG RNA binder	GC-A act	PG9 binder	ASAP1 inh	NPR2 activator	ARFGAP1 inhibitor	HTRA1 inhibitor	SMARCA2 activ	ABHD4 inh	NR1D1 modulator
CCn1c(=N)n(CC(=O)C23CC4CC(CC(C4)C2)C3)c2ccccc21	5	-1	1.5	-3	-3	8	-14	1	16	4
COc1ccc2nc(NC(=O)c3ccc(NC(=O)C4CCCO4)cc3)sc2c1 (stereo unspecified)	4	12	2.4	0	4	10	-3	-2	-1	16
O=C(CSc1nccc(=O)[nH]1)NCc1ccco1	6	-2	-1.0	3	5	4	-2	-2	1	-4
Cc1ccc(CCNC(=O)C2CCCN(c3nc4ccccc4o3)C2)cc1 (stereo unspecified)	-9	-2	-0.1	7	0	-1	0	0	0	-3
COc1ccc(-c2ccc(C(=O)NCc3ccco3)c3occc23)c(C)c1	4	-2	-0.3	4	4	3	/	-2	-23	1
